# Screens (PubChem BioAssay)
# Pin1 inh – inhibitors of human Pin1; Pin1 FP peptide displacement, HiFluor488, 10 min; Potency, µM (titrated, usually from 115 µM), for the others: at the top dose activity, negative = inhibition, most hits filed as inhibitors; actives 0.009% (n = 390,000); active means well fitted inhibition curve with a large enough effect in the polarisation, with a control signal flat, not every such curve was filed as active; inconclusive means small, poorly fitted or top-dose-only effect, or effect the other way, or a change in a side signal; inactive means no such curve, though single readings can be large or run the other way; the % refers to the polarisation; further: on the % scale 0 is the no-effect control and ±100 the full control effect
# Target sequence (Q13526 whole entry, looked up): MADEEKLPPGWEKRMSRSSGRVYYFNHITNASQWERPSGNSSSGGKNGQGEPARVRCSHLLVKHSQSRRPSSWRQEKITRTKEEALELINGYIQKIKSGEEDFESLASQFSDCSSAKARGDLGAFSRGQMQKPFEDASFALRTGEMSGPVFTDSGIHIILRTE
# GLS inhibitor – inhibitors of human glutaminase (GLS) | AID 624170 | O94925 | GLS enzymatic activity, qHTS titration | actives 0.21% (n = 410,000) | Potency, µM (titrated, usually from 45.5 µM), for inactives: at the top dose activity change, negative = inhibition, most hits filed as inhibitors; further: on the % scale 0 is the no-effect control and ±100 the full control effect
#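 Two-point fluorescence kinetic (t0, 30 min RT) for hKGA; glutamate detected via glutamate oxidase–HRP–Amplex Red. Substrate: 1 mM L-glutamine solution; buffer 45 mM KH2PO4, pH 8.2.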
# PGK inhibitor – inhibitors of T. brucei phosphoglycerate kinase | P07378 | PGK/GAPDH coupled, Kinase-Glo luminescence, 60 min | Potency, µM (series often up to 57.5 µM), for inactives: at the top dose activity change, negative = inhibition, hits mostly inhibitors | actives 0.043% (n = 380,000) | AID 602233; further: on the % scale 0 is the no-effect control and ±100 the full control effect; nearly all actives have a fitted effect of over 60% in size
# Target sequence (P07378 whole entry, looked up): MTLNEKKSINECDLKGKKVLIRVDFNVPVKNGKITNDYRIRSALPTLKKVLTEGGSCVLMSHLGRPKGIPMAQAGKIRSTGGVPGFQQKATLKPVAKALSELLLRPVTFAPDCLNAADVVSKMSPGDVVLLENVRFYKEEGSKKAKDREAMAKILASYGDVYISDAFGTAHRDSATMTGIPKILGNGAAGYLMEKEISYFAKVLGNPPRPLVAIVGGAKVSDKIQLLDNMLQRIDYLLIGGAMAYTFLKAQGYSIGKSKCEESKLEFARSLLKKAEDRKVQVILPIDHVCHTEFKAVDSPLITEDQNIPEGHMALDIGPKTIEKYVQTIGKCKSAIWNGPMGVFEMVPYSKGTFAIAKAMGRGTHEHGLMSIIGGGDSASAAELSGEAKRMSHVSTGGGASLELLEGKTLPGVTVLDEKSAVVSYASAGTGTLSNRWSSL
#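 Recombinant glycosomal PGK reaction used 1,3-bisphosphoglycerate generated in-well by GAPDH (100nM final) in 100mM TEA pH 7.6, 5mM MgCl2, 0.01% Tween-20. After 60 minutes at room temperature, ATP was read by Kinase-Glo Plus luminescence end-point.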
# JMJD2A Tudor – inhibitors of human JMJD2A Tudor domain; AlphaScreen JMJD2A-Tudor / H3K4me3 peptide binding; actives 4.4% (n = 390,000); O75164; Potency, µM (titrated, usually from 114 µM), inactives show at the highest dose activity change, negative = inhibition, actives largely listed as inhibitors; further: on the % scale 0 is the no-effect control and ±100 the full control effect; nearly all actives have a fitted effect of over 50% in size
# TrxR1 inh – rat TrxR1 inhibition; AID 588453; recombinant rTrxR1, NADPH fluorescence consumption, selenite substrate; O89049; actives 1% (n = 390,000); Potency, µM (highest dose often 114 µM), for the others: top-dose activity change, negative = inhibition, hits mostly inhibitors; further: on the % scale 0 is the no-effect control and ±100 the full control effect; nearly all actives have a fitted effect of over 65% in size
# Target sequence (O89049 whole entry, looked up): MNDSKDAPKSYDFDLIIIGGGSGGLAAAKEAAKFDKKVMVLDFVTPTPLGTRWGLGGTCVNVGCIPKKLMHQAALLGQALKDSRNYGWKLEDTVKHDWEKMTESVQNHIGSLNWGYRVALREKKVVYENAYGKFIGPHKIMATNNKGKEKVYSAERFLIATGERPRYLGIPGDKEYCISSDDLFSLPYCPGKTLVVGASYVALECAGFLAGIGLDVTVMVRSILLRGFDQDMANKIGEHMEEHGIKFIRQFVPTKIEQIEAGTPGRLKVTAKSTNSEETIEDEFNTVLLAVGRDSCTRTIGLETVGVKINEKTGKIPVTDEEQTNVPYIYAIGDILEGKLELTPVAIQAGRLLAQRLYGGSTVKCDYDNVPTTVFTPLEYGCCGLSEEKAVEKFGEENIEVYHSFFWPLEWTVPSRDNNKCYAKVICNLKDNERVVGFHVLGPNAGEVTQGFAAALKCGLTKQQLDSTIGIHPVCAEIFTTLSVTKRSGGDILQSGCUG
#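 Rat TrxR1 (90 nM in the dispensed reagent) was pre-reduced with 400 uM NADPH for 5 min at room temperature, then incubated with compound for 15 min. After 400 uM selenite was added, NADPH fluorescence (Ex 340/Em 450 nm) was followed for 8 min.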
# HP1b chromo inh – inhibitors of HP1-beta chromodomain binding to methylated histone tails; P83916; Potency, µM (doses to about 114 µM), for the others: at the top dose activity change, negative = inhibition, hits mostly inhibitors; AlphaScreen HP1-beta / biotin-H3K9me3 peptide binding; actives 0.56% (n = 390,000); further: nearly all actives have a fitted effect of over 70% in size; inactives centre near 23
#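 HP1-beta protein (50 nM final) preincubated 30 min at room temperature with biotinylated H3(1-18)K9me3 peptide (50 nM) in PBS pH 7.4, 0.01% Tween-20, then compound added for 30 min. AlphaScreen streptavidin donor/nickel chelate acceptor beads (10 ug/mL final), 30 min dark, luminescence read.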
# ERG Ets-DNA blk – ERG Ets/DNA interaction inhibition; P11308; fluorescence polarization, His-ERG Ets domain / labelled DNA; Potency, µM (titrated, usually from 76.9 µM), without a hit: at the highest dose FP activity, negative = inhibition, hits mostly inhibitors; actives 0.028% (n = 370,000); AID 624246; active means well fitted inhibition curve with a large enough effect in the polarisation, with a control signal flat; inconclusive means small, poorly fitted or top-dose-only effect, or effect the other way, or a change in a side signal; inactive means no such curve, though single readings can be large or run the other way; the % refers to the polarisation;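 further: polarization taken with two DNA probes labelled with fluorescein and Texas red; % of control where 0% means no effect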
#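 His-tagged ERG Ets domain (1 uM in the protein solution; 300mM KCl, 50mM Tris-HCl, 1mM EDTA, 1mM DTT, pH 7.5) received compound, then a probe mix of 5 nM fluorescein-DNA and 100nM Texas-615-DNA. Fluorescence polarization was read for both dyes.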
# 12-LOX inh – ALOX12 (human) lipoxygenase inhibition; Potency, µM (doses to about 108 µM), for the others: top-dose activity change, negative = inhibition, actives largely listed as inhibitors; AID 1671190; purified 12hLO, xylenol orange hydroperoxide absorbance; actives 1.1% (n = 580,000); P18054; further: on the % scale 0 is the no-effect control and ±100 the full control effect
#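 Purified human 12hLO (150 nM final) in 25 mM Hepes, 0.01% Triton X-100, pH 7.0 was preincubated 15 min at room temperature with compound. Then 40 uM arachidonic acid was added, 30 min. Hydroperoxide was read by Fe-XO absorbance ratio 573/405 nm.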
# RGS4 inh – human RGS4 inhibition; Potency, µM (doses to about 114 µM), for inactives: top-dose activity change, negative = inhibition, actives largely listed as inhibitors; actives 0.039% (n = 390,000); P49798; Transcreener GDP fluorescence polarization, RGS4-accelerated GTP hydrolysis; further: on the % scale 0 is the no-effect control and ±100 the full control effect; nearly all actives have a fitted effect of over 75% in size; some results filed as inactive show a strong effect at the top dose
#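 MLSMR compounds (23 nl, pin-transferred) preincubated 10 min at room temperature with a 500nM (2x) first reagent, then RGS4 at 900nM (2x) plus Transcreener GDP mix added; fluorescence polarization (620/688 nm) read before and after 90 min at 30 °C.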
# * hit, by the source's call; i = inactive; ? = inconclusive; . = no result given; & = joins results of further samples; [ ] = another dose, or the depositor's remark. Unless noted, the call rests on the fitted dose curve; in most records, active means well fitted curve in the direction sought with a large enough effect; inconclusive means small, poorly fitted or top-dose-only effect, or another doubt; inactive means no such curve, though single readings can be large; an effect the other way counts as inactive or inconclusive. Potency means the concentration at half of the fitted maximal effect. Not all compounds are listed, so the mix of outcomes need not match the whole.
SMILES,Pin1 inh,GLS inhibitor,PGK inhibitor,JMJD2A Tudor,TrxR1 inh,HP1b chromo inh,ERG Ets-DNA blk,12-LOX inh,RGS4 inh
CCOc1ccc(NC(=O)CC2SC(N)=NC2=O)c([N+](=O)[O-])c1 (stereo unspecified),4%,-10%,-2%,-14%,3%[57.1 µM],30%,-4%,-9%,4%
O=C(c1ccc2c(=O)n3c(nc2c1)CCCCC3)N1CCN(c2cccc(Cl)c2)CC1,0%,1%,-8%,-29%,7%[57.1 µM],13%,-13%,3%,-6%
CC(C)Cn1c(=O)c2ccccc2n2c(CCC(=O)N3CCN(c4ccccc4F)CC3)nnc12,3%,-2%,i,-11%,5%,40%[activator],1%,-24%,-19%
COc1ccc(C(C(=O)NCCC(C)C)N(CCO)C(=O)c2snc(C(N)=O)c2N)cc1 (stereo unspecified),-12%,4%,-1%,-8%,-2%,27%,-14%,0%,20%
COc1ccc(C(=O)NNC2=NC(C)(C)Cc3ccccc32)cc1,1%,2%,i,-11%,6%,21%,1%,7%,14%
Cc1ccccc1NC(=O)c1cccnc1,1%,1%,-6%,4%,5%,26%,-5%,25%,-10%
COc1cccc(CNC(=O)Cc2ccc(NC3=NC4CS(=O)(=O)CC4S3)cc2)c1 (stereo unspecified),5%,2%,i,1%,3%[57.1 µM],37%,-7%,27%,27%
Cc1ccc(-c2noc(=O)n2CC(=O)c2ccc(Cl)cc2)cc1,3%,-11%,i,2%,-7%,56%[activator],7%,-6%,1%
Cc1ccc(CN2COc3c(Cl)cc4c(-c5ccccc5)cc(=O)oc4c3C2)cc1,-3%,-14%,i,-10%,15%,66%[activator],2%,-21%,-25%
Cc1nccc(-c2cccc(NC(=O)Nc3ccc(Cl)cc3)c2)n1,0%,11%,-9%,-10%,7%,3%,9%,-36%,2%

# Three compounds already listed, sorted by the number in JMJD2A Tudor, rising:
SMILES,Pin1 inh,GLS inhibitor,PGK inhibitor,JMJD2A Tudor,TrxR1 inh,HP1b chromo inh,ERG Ets-DNA blk,12-LOX inh,RGS4 inh
COc1ccc(C(=O)NNC2=NC(C)(C)Cc3ccccc32)cc1,1%,2%,i,-11%,6%,21%,1%,7%,14%
COc1ccc(C(C(=O)NCCC(C)C)N(CCO)C(=O)c2snc(C(N)=O)c2N)cc1 (stereo unspecified),-12%,4%,-1%,-8%,-2%,27%,-14%,0%,20%
COc1cccc(CNC(=O)Cc2ccc(NC3=NC4CS(=O)(=O)CC4S3)cc2)c1 (stereo unspecified),5%,2%,i,1%,3%[57.1 µM],37%,-7%,27%,27%

# (next part)
SMILES,Pin1 inh,GLS inhibitor,PGK inhibitor,JMJD2A Tudor,TrxR1 inh,HP1b chromo inh,ERG Ets-DNA blk,12-LOX inh,RGS4 inh
CCn1c(=O)n(CC(=O)NCC2CCCO2)c(=O)c2c3c(sc21)CCCC3 (stereo unspecified),-4%,5%,i,-23%,19%,45%[activator],10%,40%,-17%
Cc1ccccc1C(=O)N1CCC(C(=O)OCc2ccccc2Cl)CC1,-5%,2%,0%,5%,15%,52%[activator],3%,50%[activator],3%
Cc1nnc(SCCC(=O)Nc2ccc(Cl)cc2)o1,0%,9%,1%,-5%,10%[11.4 µM],13%,-4%,3%,18%
COC(=O)C1=C(CCc2ccccc2)NC(=O)NC1c1ccc(C#N)cc1 (stereo unspecified),-1%,3%,i,-18%,17%[57.1 µM],35%,14%,5%,15%
Cc1ccc(CNC(=O)c2ccc(N3CCC4(CC3)CC(c3cccc(Br)c3)=NO4)c([N+](=O)[O-])c2)cc1,-13%,6%,7%,-27%,21%[57.1 µM],7%,-5%,-21%,10%
Cc1ccc(O)c(NC(=O)c2ccccc2-c2ccccc2C(=O)O)c1,1%,?,-5%,-14%,16%[57.1 µM],3%,18%,10%,1%
O=c1c2cnn(-c3ccccc3)c2ncn1Cc1ccccc1,3%,1%,-2%,-6%[57.1 µM],-7%,17%,3%,2%,17%[11.4 µM]
COc1ccc(Br)c2c1-c1nc(NC(=O)c3ccccc3F)sc1C2,-4%,11%,.,?,-3%,15%,2%,?,-29%
Cc1ccc2nc(SCC(=O)c3ccc(Cl)s3)[nH]c2c1,41%[activator],-2%,-1%,-21%,-28%,13%,3%,?,-24%
Cc1ccc(Cl)cc1NC(=O)N[C@@H](CC(C)C)C(=O)O,-9%,17%,0%,-9%,22%,3%,6%,8%,-7%
CCOc1ccccc1NC(=O)N1CCCC1C(=O)NCc1ccco1 (stereo unspecified),-1%,14%,5%,-1%,-17%,3%,5%,23%,-14%
O=C1CCN(C2CCN(Cc3nc(Cc4ccccc4F)no3)CC2)CCN1,-3%,2%,-5%,-24%,7%,32%,10%,0%,-1%
O=C(COC(=O)CNC(=O)c1ccc(Cl)cc1Cl)Nc1ccc(N2CCOCC2)cc1,10%,13%,-2%,-23%,-16%,14%,5%,8%,-3%
Cc1ccc(NC(=S)NC(=O)CC2CC(C)(C)OC2=O)cc1 (stereo unspecified),-1%,-5%,.,1%,-8%,41%[activator],-3%,-5%,-38%
Cc1ccc(-c2cc(C(=O)N3CCCC3)c3ccccc3n2)s1,-3%,-10%,-10%,3%,35%,44%[activator],-11%,?,-28%
COc1ccccc1-c1nc(-c2ccc(Br)cc2)no1,1%,13%,.,0%,18%,37%,.,2%,-2%
Cc1ccc(/C=N/NC(=O)C2COc3ccccc3O2)s1 (stereo unspecified),5%,-1%,-3%,-10%,-18%,35%,7%,-14%,3%
COc1ccc2nc(N/C(N)=N/C(=S)Nc3c(C)cccc3C)nc(C)c2c1,4%,0%,-16%,-9%,9%,81%[activator],1%,?,-35%[56.9 µM]
Cc1cc(C)n(-c2ccc(C(=O)OCc3nnc(-c4ccccc4)o3)cc2)n1,-2%,5%,-5%,-5%,22%[57.1 µM],32%,-1%,0%,-21%
O=C(c1cccc([N+](=O)[O-])c1)N1CCOCC1,-2%,-3%,-3%,-6%,10%[57.1 µM],46%[activator],-12%,-9%,-14%
CN1C(C(=O)NCc2cccc(C(F)(F)F)c2)CC2Cn3c(nc4ccccc43)C21 (stereo unspecified),6%,3%,0%,-17%,-5%[57.1 µM],8%,-1%,3%,10%
COc1ccc(OC)c(NC(=O)CN2C(=O)CSc3ccc(S(=O)(=O)N4CCCC4)cc32)c1,1%,1%,i,-28%,13%,13%,-12%,-8%,-22%
NC(=O)C1CCN(c2ccc(S(=O)(=O)N3CCCCC3)cc2[N+](=O)[O-])CC1,-2%,-17%,-2%,-18%,9%[57.1 µM],2%,-8%,-6%,-23%
COc1ccc(OC)c(S(=O)(=O)n2c([N+](=O)[O-])cnc2C)c1,4%,6%,-1%,0%,-1%[57.1 µM],26%,0%,0%,34%
COc1cccc(CNS(=O)(=O)c2cc3c(cc2C)n(C)c(=O)c(=O)n3C)c1,6%&1%,0%&0%,i,-10%&-5%,16%&-10%,37%&33%,9%&6%,240%&-19%[activator],-11%&5%
CCCS(=O)(=O)c1nc(S(=O)(=O)c2ccc(C)cc2)c(NC)s1,-3%,-2%,0%,-11%,-5%,22%,0%,20%&-10%,-10%
O=C1C=C(c2cnc3ccccc3c2)C[C@@H](c2ccc3c(c2)OCO3)C1,5%,-1%,-1%,-34%,8%[57.1 µM],44%,7%,?,-9%
C/C(NC(=O)c1ccccc1F)=C1\C(=O)C[C@@H]2[C@H]1C2(C)C,-4%,-13%,-1%,21%,4%[57.1 µM],84%,13%,?,-10%
Cc1ccc(CS(=O)(=O)c2ncc(Cl)c(C(=O)Nc3nnc(C)s3)n2)cc1,0%,4%,i,?,?,48%[activator],1%,7%,?
O=C(COc1ccc(F)cc1)NC1CC1,3%,-13%,12%,2%,-5%,27%,9%,?,29%

# An excerpt from above in order of number of heavy atoms, highest first.
SMILES,Pin1 inh,GLS inhibitor,PGK inhibitor,JMJD2A Tudor,TrxR1 inh,HP1b chromo inh,ERG Ets-DNA blk,12-LOX inh,RGS4 inh
COc1ccc(OC)c(NC(=O)CN2C(=O)CSc3ccc(S(=O)(=O)N4CCCC4)cc32)c1,1%,1%,i,-28%,13%,13%,-12%,-8%,-22%
CN1C(C(=O)NCc2cccc(C(F)(F)F)c2)CC2Cn3c(nc4ccccc43)C21 (stereo unspecified),6%,3%,0%,-17%,-5%[57.1 µM],8%,-1%,3%,10%
CCCS(=O)(=O)c1nc(S(=O)(=O)c2ccc(C)cc2)c(NC)s1,-3%,-2%,0%,-11%,-5%,22%,0%,20%&-10%,-10%
COc1ccc(OC)c(S(=O)(=O)n2c([N+](=O)[O-])cnc2C)c1,4%,6%,-1%,0%,-1%[57.1 µM],26%,0%,0%,34%

# (listing goes on)
SMILES,Pin1 inh,GLS inhibitor,PGK inhibitor,JMJD2A Tudor,TrxR1 inh,HP1b chromo inh,ERG Ets-DNA blk,12-LOX inh,RGS4 inh
CCCCN(C(=O)c1nn(C)c(=O)c2ccccc12)c1c(N)n(CCC)c(=O)[nH]c1=O,3%,-3%,-6%,8%,12%,34%[activator],1%,-5%,-4%
COc1ccc(S(=O)(=O)N2CCN(C(=O)CCc3c[nH]c4ccccc34)CC2)cc1,5%,7%,8%,-13%,14%,19%,5%,66%[activator],-6%
CC(C)Cc1cc(C(=O)NCc2cccs2)no1,-2%,0%,-7%,10%,22%[57.1 µM],41%[activator],0%,14%,-8%
CC1CCCCN1CCNC(=O)CCc1nnc2n(Cc3ccccc3)c(=O)c3ccccc3n12 (stereo unspecified),-2%,-13%,i,-8%,9%[57.1 µM],46%[activator],6%,405%[activator],-9%
